HIF-2a block: inhibitors of HIF-2a; 786-0 RCC cells HIF-2a reporter, luciferase luminescence, overnight; inhibition, % at 18.8 µM; 360,000 compounds, 0.72% hits;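 active means inhibition of the luminescence signal of 40% or more relative to plate controls, in a single-dose primary screen at 18.75 µM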
NR2E3 ag-1: NR2E3 (human) agonism | inhibition of corepressor binding, % at 4.78 µM | Q9Y5X4 | 320,000 compounds, 0.12% hits | AID 2300 | GST-NR2E3/biotin-RetCOR TR-FRET, 1536-well;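 active means percent inhibition above the cutoff of mean plus 3 SD of all tested compounds, set per screening campaign, cut at about 20% in these data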;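 further: 0% = DMSO wells and 100% = biotin wells as full block of FRET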
Target sequence (Q9Y5X4 whole entry, looked up): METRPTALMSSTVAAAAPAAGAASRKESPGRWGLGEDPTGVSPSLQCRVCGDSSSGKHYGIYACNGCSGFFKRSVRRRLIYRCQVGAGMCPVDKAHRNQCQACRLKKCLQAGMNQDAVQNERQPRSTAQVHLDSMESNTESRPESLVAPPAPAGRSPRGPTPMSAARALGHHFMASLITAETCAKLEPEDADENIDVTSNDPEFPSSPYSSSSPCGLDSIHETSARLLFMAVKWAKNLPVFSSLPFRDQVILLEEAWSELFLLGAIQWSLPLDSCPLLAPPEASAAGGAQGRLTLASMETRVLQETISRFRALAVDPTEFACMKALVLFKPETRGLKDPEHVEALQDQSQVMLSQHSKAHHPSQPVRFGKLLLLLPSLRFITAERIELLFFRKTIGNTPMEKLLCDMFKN
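Test system – NR2E3–RetCOR corepressor complex · Quantity – NR2E3 fusion 1.35 nM · Buffer or medium – Tris pH 7.5 · Incubation – Compound–protein incubation for 5 h at 4 °C · Technique – TR-FRET, Eu(K)-anti-GST donor, streptavidin-D2 acceptor, ex 340, em 617/671 nm · Evaluation – percent inhibition of 671/617 nm emission ratio versus biotin and DMSO controls · Plate – 1536-well format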
aDG glyco up: increases alpha dystroglycan glycosylation; Pro5-aDG cells, alpha-DG glycosylation AlphaScreen (IIH6); 0% Pro5, 100% B10-LARGE cell signal; activation, % at 10 µM; 360,000 compounds, 0.22% hits; AID 624168;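 active means activation of at least 8% versus controls, or a plate z-score of at least 8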;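 further: Pro5 are CHO cells carrying HIG-tagged alpha-DG that lacks glycosylation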
CF NFkB inh: cystic fibrosis NF-kB activation inhibition | KKLEB NF-kB-GFP reporter, PAF-induced, GFP fluorescence overnight | inhibition, % at 5 µM | 360,000 compounds, 0.86% hits | AID 588850;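 active means at least 50% inhibition at 5 µM, scaled per plate between neutral and stimulator controls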;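 further: PAF is a Pseudomonas aeruginosa culture filtrate used as stimulus; plate controls were PAF-stimulated DMSO wells for no effect and unstimulated DMSO wells for full effect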
KKLEB tox: counter-screen for CF NF-kB inhibitors: cytotoxicity; activity change (cytotoxicity), % at 5 µM; AID 602141; 360,000 compounds, 0.36% hits; KKLEB CF airway cells viability, ATPlite luminescence, overnight; hits give low values; cells stimulated with P. aeruginosa culture filtrate;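 active means corrected activity change at or below -50% at 5 µM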
NR2E3 ag-2: activates human NR2E3 receptor; Q9Y5X4; CHO-S Gal4-NCOR/VP16-NR2E3 two-hybrid, luciferase; inhibition of corepressor binding, % at 3.98 µM; 360,000 compounds, 0.35% hits; AID 602229;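 active means inhibition above the mean of all tested compounds plus 3 SD, cut at about 70% in these data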;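 further: 0% = DMSO with NR2E3 transfected cells and 100% = cells lacking NR2E3 construct; higher means lower luciferase signal from less NR2E3 corepressor binding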
hiPSC survival: hiPSC single-cell survival enhancement; ATPlite luminescence; 100% = ROCK inhibitor wells, 0% = DMSO; survival enhancement, % at 20 µM; 360,000 compounds, 0.044% hits; in the data active means survival enhancement above about 18%;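 further: cells exposed to compounds for 16 hours before the ATP read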
TWEAK Fn14 block: inhibitors of TWEAK-Fn14 interaction signaling | 360,000 compounds, 2% hits | TWEAK-stimulated Fn14 reporter cells, luciferase luminescence, 8 h | AID 1159606 | inhibition, % at 10 µM; in the data active means inhibition above about 50%
Peg3 prom inh: inhibitors of Peg3 promoter; HeLa PEG-Prom luciferase reporter, luminescence, overnight; inhibition, % at 20 µM; 360,000 compounds, 1.7% hits; AID 588405;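 active means inhibition of at least 50% at 20 µM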
Shn3 inh set2: Schnurri-3 reporter inhibition in Clone20 osteoblasts | inhibition, % at 12.5 µM | 360,000 compounds, 0.52% hits | AID 588674 | Clone20 osteoblast Shn3 3'UTR firefly luciferase, 24 h;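 active means mean inhibition of at least 75% with every replicate also reaching 75%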;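 further: 0% = median of neutral control wells and 100% = pilot-screen positive control compound; some compounds past the cut are filed as inactive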
MITF TRPM1 inh: MITF TRPM1 promoter inhibition in SK-MEL-5 cells. SK-MEL-5 TRPM1 promoter luciferase, 24 h. inhibition, % at 12.5 µM. AID 488899. 330,000 compounds, 0.83% hits;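 active means mean inhibition across replicates of 60% or more, whatever share of single replicates reaches that level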; further: values of inactives mirror those of a sister screen read the other way
* marks the source's active call; other numbers are inactive results; · = not tested or not shown.

SMILES	HIF-2a block	NR2E3 ag-1	aDG glyco up	CF NFkB inh	KKLEB tox	NR2E3 ag-2	hiPSC survival	TWEAK Fn14 block	Peg3 prom inh	Shn3 inh set2	MITF TRPM1 inh
Oc1c(CN2CCN(c3ccc(F)cc3)CC2)cc(Cl)c2cccnc12	31	1	-1.0	15	-27	21	-4.1	104*	48	83*	71*
CCC(C)N(C(=O)c1csnn1)C(C(=O)NC1CCCC1)c1ccc(F)cc1 (stereo not given)	6	2	0.0	4	12	-26	0.4	10	7	6	·
CC(C)CCN1C(=O)c2ccc(C(=O)Nc3ccc(O)cc3C(=O)O)cc2C1=O	8	0	-0.1	-19	6	-10	-0.4	0	11	-4	11
CCn1c(C)cc(=S)c2ccccc21	20	-1	0.5	7	-9	-1	-0.3	15	19	17	-6
O=C1OC2(CCCCC2)OC(=O)C1=CNc1ccc2c(c1)OCO2	-70	1	-0.2	6	2	-6	0.1	-1	-34	-2	-37
Cc1cccc(NS(=O)(=O)c2ccc(C)c(C(=O)NCC(c3cccs3)N3CCOCC3)c2)c1 (stereo not given)	13	·	-0.1	-3	3	7	-2.6	27	1	9	·
Cc1ccc(NC(=S)NC2CCCCC2)cc1S(=O)(=O)N(C)C	-163	4	-0.3	-7	10	-43	-0.6	-7	-96	3	0
N#Cc1ccccc1OCC(=O)Nc1ccc(N2CCOCC2)cc1N1CCOCC1	5	2	0.0	-16	12	-15	-0.3	1	9	9	12
O=C(C(Sc1ccccc1)c1ccc(Br)cc1)N1CCOCC1 (stereo not given)	10	4	-0.1	-6	5	-5	1.1	-4	17	-2	11
CCOC(=O)CSc1nc2cccnc2n1-c1ccc(F)cc1	-3	1	0.1	19	-10	-3	-1.2	6	11	4	8
C/C(CC(=O)Nc1ccc2ccccc2c1)=N\NC(=O)c1ccc(O)c(O)c1	-36	-1	-0.1	-18	3	-35	0.1	19	-53	-23	-15
CCOC(=O)C1=C(COC(=O)Cc2ccc(Br)cc2)NC(=O)NC1C (stereo not given)	10	-1	0.0	12	-8	-5	0.2	12	5	-8	-9
C=CCOc1cccc(C2C(C(=O)c3ccc(C)o3)=C(O)C(=O)N2c2nccs2)c1 (stereo not given)	0	12	-0.1	2	8	-5	4.4	9	1	13	23
NC(=O)Cn1nnc(-c2ccccc2NC(=O)c2cnccn2)n1	8	3	0.1	-8	-4	-4	1.7	-14	-1	6	8
O=C(NC(c1ccccc1)c1c(O)ccc2ccccc12)c1ccccc1Cl (stereo not given)	-16	-1	0.4	6	2	-18	-0.3	21	13	-23	-2
COCCNC(=O)c1ccc(CS(=O)(=O)c2c(Cl)cccc2Cl)o1	1	7	0.8	6	-12	6	0.0	-1	0	-16	·
CCOC(=O)[C@@H]1[C@H]2COc3ccccc3[C@@H]2N2C(=O)N(c3ccc(Cl)cc3)C(=O)[C@@]12C	2	0	0.0	-9	-1	-33	-3.2	8	-6	3	-1
CCOCCSc1n[nH]c(=O)n1CCc1ccccc1	8	0	-0.2	-4	1	-17	-0.7	9	3	2	-5
COc1ccc(CCNC(=O)c2ccc(CNS(=O)(=O)c3cccc(Cl)c3)cc2)cc1OC	25	-2	0.5	14	-1	-28	2.6	6	29	-18	1
CCCCc1nc2cc(C(=O)N3CCNC(=O)C3)ccc2o1	-24	1	-0.1	-15	6	-36	-0.6	-5	-20	-25	-7
OCC1(Cc2ccccc2)CCN(CCCC2CCCC2)CC1	12	1	0.5	21	-14	27	-0.9	1	25	·	0
C=CCn1c(SCCCc2ccccc2)nc2c1c(=O)[nH]c(=O)n2C	13	4	0.3	-52	19	-5	3.9	33	20	-1	·
COc1ccc(N2CCN(C(=O)CC(C)S(=O)(=O)c3ccc4c(c3)NC(=O)CO4)CC2)cc1 (stereo not given)	2	2	0.1	0	0	15	0.2	-5	-5	29	12
COc1ccc(CN2CCNC(=O)C2CC(=O)NCCc2cnccn2)cc1C (stereo not given)	5	·	0.4	-37	5	-12	-0.2	5	10	7	2
COc1ccc(-c2ccc(C(=O)NCCc3ccccc3)c3occc23)c(C)c1	-227	·	1.3	12	-9	-84	9.2	11	-140	-39	·

(more compounds)
SMILES	HIF-2a block	NR2E3 ag-1	aDG glyco up	CF NFkB inh	KKLEB tox	NR2E3 ag-2	hiPSC survival	TWEAK Fn14 block	Peg3 prom inh	Shn3 inh set2	MITF TRPM1 inh
O=C(CSc1nnc(SCC(=O)c2ccco2)s1)c1ccco1	-33	-1	-0.4	-3	5	-20	1.8	-5	-6	-8	3
O=C(c1cccc2ccccc12)N1CCN(c2ccccc2F)CC1	10	-4	0.0	-5	2	-9	-0.4	-5	21	12	10
COc1cccc(-c2c(C(=O)N/N=C/c3ccc(C)o3)nnn2-c2nonc2N)c1	-17	2	0.1	-11	9	-32	-0.3	-11	-18	3	-5
O=S(=O)(c1cccs1)N1CCN(S(=O)(=O)c2cccs2)CC1	17	0	0.2	-11	-5	-11	0.1	-1	10	14	-7
COc1ccc(C(=O)CSc2nnc(CNC(=O)c3ccc(S(=O)(=O)N(C)C)cc3)o2)cc1	-19	3	-0.2	-2	-1	-14	-0.6	-3	-6	8	5
NCc1cc2c3c(c1)CCCN3CCC2	1	4	0.0	-17	5	-18	0.9	5	5	11	3
O=C(Nc1ccc(F)cc1F)c1c(C(F)(F)F)ccnc1Oc1ccc(Cl)cc1	8	-1	0.1	-12	-9	1	-0.4	-18	1	-3	-20
CCN(CC)S(=O)(=O)c1ccc(N2CCOCC2)c(NC(=O)C2CC2)c1	12	2	-0.1	33	-15	-26	-0.3	8	7	-18	-6
COC(=O)c1cnn2c(C(F)(F)F)cc(-c3ccc(F)cc3)nc12	10	-2	-0.2	1	6	-26	-0.7	8	-1	21	-3
CCOC(=O)C1(CCc2ccccc2)CCN(Cc2c(O)cccc2OC)CC1	-14	2	0.5	-8	-8	13	-0.4	-35	-3	46	6
COc1ccc(C(=O)NC(=S)Nc2cccc(S(=O)(=O)N3CCOCC3)c2)cc1	-27	0	-0.4	19	-7	-5	-0.3	2	15	14	-6
CC1COc2ccccc2N1C(=O)c1ccccc1Cl (stereo not given)	19	1	0.1	-23	5	6	-0.5	12	4	-2	-1
Cn1c(=O)[nH]c(=O)c2c1nc1n2CCCN1CCc1ccccc1	13	-3	0.0	9	4	28	-0.8	1	-5	22	-4
CCCCn1c(N)c(N(CC(C)C)C(=O)c2ccc(C)o2)c(=O)[nH]c1=O	2	-2	-0.2	6	-4	-19	-0.5	-2	-9	-4	-6
CCOc1ccc(CN2CCNC(=O)C2CC(=O)NCCCOc2cccnc2)cc1 (stereo not given)	8	0	0.4	-4	-11	-34	-0.3	-8	4	-11	7
O=C(CCN1C(=O)c2ccc([N+](=O)[O-])cc2C1=O)Nc1ccc(O)cc1C(=O)O	11	-1	0.0	-13	2	-17	4.7	-3	2	-9	7
O=C(NCCC(=O)N1CCN(C(=O)c2ccco2)CC1)c1ccc(Br)cc1	1	-5	-0.5	-9	1	8	-0.4	-13	4	-7	-8
O=C(O)c1ccccc1N=Nc1c(O)[nH]c2ccc([N+](=O)[O-])cc12	-19	-5	-0.2	9	-9	-32	0.3	-2	5	5	6
Oc1ccc(-c2nc3ccccc3nc2-c2ccccc2)cc1	5	-6	-0.2	13	4	-42	-0.2	29	10	8	-9
O=[N+]([O-])c1ccc(-c2ccn[nH]2)o1	7	2	0.4	-7	0	-13	0.2	-5	20	26	0
O=C(O)c1ccccc1C(=O)Nc1nc(-c2ccc3ccccc3c2)cs1	-91	2	0.2	22	-3	-63	0.1	-7	-164	-48	-20
C=CCC(NC(=O)c1ccc(C#N)cc1)C(=O)NCCC (stereo not given)	4	3	-0.1	-17	-10	22	1.2	3	13	8	27
Cc1c(/C=C/C(=O)c2cccs2)cnn1C	-168	1	0.1	-5	11	-15	-3.6	-20	-254	-34	-53
CC1CC(C)CN(C(=O)COC(=O)Cc2ccc(Cl)cc2)C1 (stereo not given)	21	3	-0.1	-11	10	16	0.3	9	7	0	-9
O=S(=O)(c1ccccc1)N1CCC(O)(CSc2ccccc2)CC1	16	-3	0.1	3	12	11	0.1	11	2	1	8

A portion taken from the entries so far, for reference:
SMILES	HIF-2a block	NR2E3 ag-1	aDG glyco up	CF NFkB inh	KKLEB tox	NR2E3 ag-2	hiPSC survival	TWEAK Fn14 block	Peg3 prom inh	Shn3 inh set2	MITF TRPM1 inh
CCN(CC)S(=O)(=O)c1ccc(N2CCOCC2)c(NC(=O)C2CC2)c1	12	2	-0.1	33	-15	-26	-0.3	8	7	-18	-6
COC(=O)c1cnn2c(C(F)(F)F)cc(-c3ccc(F)cc3)nc12	10	-2	-0.2	1	6	-26	-0.7	8	-1	21	-3
CCOC(=O)C1(CCc2ccccc2)CCN(Cc2c(O)cccc2OC)CC1	-14	2	0.5	-8	-8	13	-0.4	-35	-3	46	6
COc1ccc(C(=O)NC(=S)Nc2cccc(S(=O)(=O)N3CCOCC3)c2)cc1	-27	0	-0.4	19	-7	-5	-0.3	2	15	14	-6
CC1COc2ccccc2N1C(=O)c1ccccc1Cl (stereo not given)	19	1	0.1	-23	5	6	-0.5	12	4	-2	-1
Cn1c(=O)[nH]c(=O)c2c1nc1n2CCCN1CCc1ccccc1	13	-3	0.0	9	4	28	-0.8	1	-5	22	-4
CCCCn1c(N)c(N(CC(C)C)C(=O)c2ccc(C)o2)c(=O)[nH]c1=O	2	-2	-0.2	6	-4	-19	-0.5	-2	-9	-4	-6
CCOc1ccc(CN2CCNC(=O)C2CC(=O)NCCCOc2cccnc2)cc1 (stereo not given)	8	0	0.4	-4	-11	-34	-0.3	-8	4	-11	7
O=C(CCN1C(=O)c2ccc([N+](=O)[O-])cc2C1=O)Nc1ccc(O)cc1C(=O)O	11	-1	0.0	-13	2	-17	4.7	-3	2	-9	7
O=C(NCCC(=O)N1CCN(C(=O)c2ccco2)CC1)c1ccc(Br)cc1	1	-5	-0.5	-9	1	8	-0.4	-13	4	-7	-8
O=C(O)c1ccccc1N=Nc1c(O)[nH]c2ccc([N+](=O)[O-])cc12	-19	-5	-0.2	9	-9	-32	0.3	-2	5	5	6
Oc1ccc(-c2nc3ccccc3nc2-c2ccccc2)cc1	5	-6	-0.2	13	4	-42	-0.2	29	10	8	-9

Screening results: PubChem, several laboratories
